# PfHsp40 rescue: rescue of yeast from PfHsp40 toxicity, primary screen, S. cerevisiae, ATP luminescence; S. cerevisiae expressing PfHsp40, growth rescue; growth rescue, % at 12.5 µM; 0.68% of 340,000 active; AID 504582, 2011; in the data active = growth rescue above about 28%, passing the limit was not always enough; inconclusive = no clear call, values can overlap the other calls;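 note: yeast W303a lacking pdr1 and pdr3 grown in galactose medium; growth measured after three days at 30 °C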
# Yp Topo-I inh: Yersinia pestis topoisomerase I inhibitors, primary screen, biochemical, cleavage product accumulation, plate reader, single point; DNA topoisomerase I (Yersinia pestis CO92); Y. pestis Topo-I cleavage product accumulation; activity, % at 10 µM; 0.064% of 360,000 active; in the data active = activity above about 50%, passing the limit was not always enough; inconclusive = no clear call, values can overlap the other calls; note: inactives centre near 2
# CCHFV vOTU inh: CCHFV vOTU protease inhibitors, primary screen, biochemical, Pep-AMC substrate, fluorescence. Crimean-Congo hemorrhagic fever virus L polyprotein viral ovarian tumor (vOTU) protease …. AID 651958, 2012. 0.55% of 370,000 active. inhibition, % at 11.5 µM; in the data active = inhibition above about 30%; note: 0% = vehicle wells with enzyme and 100% = no enzyme wells
# SARS 3CLpro inh: SARS-CoV 3CLpro protease inhibitors, primary screen, biochemical, quenched FRET. recombinant SARS-CoV 3CLpro, quenched FRET peptide cleavage. inhibition, % at 6 µM. 0.14% of 290,000 active. AID 1706, 2009; in the data active = inhibition above about 12%
# BH1578 lux ind: inducers of Vibrio cholerae quorum light production without autoinducers, primary screen, BH1578 luxS cqsA deficient, single point. V. cholerae BH1578 lux reporter, luminescence, 6 h. activation, % at 18.7 µM. 0.16% of 350,000 active. AID 588436, 2011; in the data active = activation mostly above about 9.7%, no sharp cut-off; inconclusive = no clear call, values can overlap the other calls; inactive = mostly below about 3.7%; note: not every result past the cut was called active; inactives centre near 0; reference of the scale not given here
# PriA SSB inh: inhibitors of Klebsiella pneumoniae PriA binding to SSB C-terminal tail, primary screen, biochemical, AlphaScreen; AlphaScreen SSBct-PriA binding, biotinylated peptide; inhibition, % at 33 µM; 0.6% of 430,000 active; in the data active = inhibition mostly above about 37%, no sharp cut-off; inactive = mostly below about 20%;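 note: plate controls were negative control peptide for no effect and reference peptide for full effect; strong numbers were not always called active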
# Anthrax LF prot: Bacillus anthracis LF protease inhibitors, primary screen, biochemical, multiplex microsphere, MLPCN library; Lethal factor (Bacillus anthracis), P15917; multiplex microsphere protease cleavage assay; inhibition, % at 10 µM; 0.12% of 360,000 active; note: plate controls were buffer without enzyme for full effect and enzyme alone for no effect
# Target sequence (P15917 whole entry, looked up): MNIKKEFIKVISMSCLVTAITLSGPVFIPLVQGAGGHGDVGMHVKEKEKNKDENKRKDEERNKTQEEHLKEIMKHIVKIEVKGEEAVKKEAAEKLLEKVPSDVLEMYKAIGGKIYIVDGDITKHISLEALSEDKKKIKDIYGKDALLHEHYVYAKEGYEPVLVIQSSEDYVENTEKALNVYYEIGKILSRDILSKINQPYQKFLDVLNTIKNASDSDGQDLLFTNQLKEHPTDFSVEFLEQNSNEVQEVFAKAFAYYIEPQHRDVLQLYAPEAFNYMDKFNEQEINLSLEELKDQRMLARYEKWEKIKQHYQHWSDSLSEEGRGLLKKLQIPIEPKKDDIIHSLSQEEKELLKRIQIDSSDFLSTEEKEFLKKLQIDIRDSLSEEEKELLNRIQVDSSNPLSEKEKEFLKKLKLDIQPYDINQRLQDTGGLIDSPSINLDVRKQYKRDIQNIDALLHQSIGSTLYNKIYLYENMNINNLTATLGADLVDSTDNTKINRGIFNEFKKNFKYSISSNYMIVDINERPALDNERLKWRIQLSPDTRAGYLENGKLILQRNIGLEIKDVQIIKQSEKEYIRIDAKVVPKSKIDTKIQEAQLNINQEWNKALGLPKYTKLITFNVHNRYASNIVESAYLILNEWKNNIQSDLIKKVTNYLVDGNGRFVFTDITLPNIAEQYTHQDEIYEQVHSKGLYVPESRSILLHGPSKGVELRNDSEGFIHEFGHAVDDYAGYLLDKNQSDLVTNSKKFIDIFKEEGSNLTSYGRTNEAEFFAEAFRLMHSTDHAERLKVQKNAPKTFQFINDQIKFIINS
# VHR inh abs: VHR1 phosphatase inhibitors, primary screen, biochemical, absorbance, uHTS. inhibition, % at 13.3 µM. 0.52% of 290,000 active. Dual specificity protein phosphatase 3 (Homo sapiens), P51452. recombinant VHR phosphatase, pNPP absorbance; in the data active = inhibition above about 50%; note: some compounds called inactive have numbers as strong as hits
# Target sequence (P51452 whole entry, looked up): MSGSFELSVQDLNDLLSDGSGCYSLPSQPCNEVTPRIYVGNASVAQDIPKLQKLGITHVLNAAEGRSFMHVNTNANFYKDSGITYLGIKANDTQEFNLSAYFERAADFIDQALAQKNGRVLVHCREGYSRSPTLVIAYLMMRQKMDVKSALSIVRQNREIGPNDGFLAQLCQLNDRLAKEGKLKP
# TcdB inh: TcdB glycohydrolase inhibitors, primary screen, biochemical, single point, plate reader; Toxin B (Clostridioides difficile), P18177; TcdB glycohydrolase enzymatic assay; inhibition, % at 9.99 µM; 0.24% of 350,000 active; in the data active = inhibition above about 10%
# BoNT-A LC inh2: BoNT/A light chain protease inhibitors, primary screen, biochemical, flow cytometry, MLPCN library | multiplex microsphere protease substrate cleavage | 0.17% of 360,000 active | Botulinum neurotoxin type A light chain protease (Clostridium botulinum A str. ATCC 3502) | inhibition, % at 10 µM; note: plate controls were buffer without enzyme for full effect and enzyme alone for no effect
# An asterisk follows results filed as active; i = inactive; ? = inconclusive; nt = not tested or not shown; & = joins results of further samples. Cut-off read from the data, not from the text of the source, unless noted: active = inhibition above about 30%; inconclusive = no clear call, values can overlap the other calls; inactive = below that. The list is partial; the hit share may differ from the screen's.
SMILES,PfHsp40 rescue,Yp Topo-I inh,CCHFV vOTU inh,SARS 3CLpro inh,BH1578 lux ind,PriA SSB inh,Anthrax LF prot,VHR inh abs,TcdB inh,BoNT-A LC inh2
NC(=S)NNc1c(F)c(F)c(F)c(F)c1F,0.3,-9,-12,-1,-0.4,-6,-4,13,-0.8,-0.7
O=C1CN(C(=S)NC(=O)c2ccccc2[N+](=O)[O-])CCN1,-1.1,11,-9,-1,-1.7,-21,-1,10,1.2,-1.0
Cc1[nH]cnc1C(=O)N/N=C/c1ccc([N+](=O)[O-])s1,-2.2,0,23,1,-0.8,nt,0,15,0.6,-3.0
CCc1nnc(NS(=O)(=O)c2ccc(NC(=S)NC(=O)/C=C/c3cccs3)cc2)s1,-1.1,18,24,5,-0.2,9,-20,22,0.7,-1.2
C=CCNCCCCOc1cccc(Br)c1,-0.4,-4,24,0,-0.3,-12,0,-3,nt,-1.2
OC(c1ccc(Cl)cc1)c1nnc(-c2ccccc2)o1 (stereo unspecified),5.7,2,5,-2,-0.3,-4,-2,12,nt,-0.2
COCC#Cc1ccc2c(c1)O[C@@H](CN(C)S(=O)(=O)c1cccc(F)c1)[C@@H](C)CN([C@H](C)CO)S2(=O)=O,nt,15,3,nt,-0.3,nt,-2,nt,0.2&0.4&-0.3,0.3
O=C(NCc1ccncc1)Nc1cc(Cl)ccc1Cl,-0.4,-1,12,2,-0.3,-5,0,26,1.6,-0.2
COc1ccc(C(=O)NC(=S)NNC(=O)CCc2ccccc2)cc1,277*,1,4,5,i,-7,-1,27,0.3,-2.6
O=C(O)CNC(=O)CCn1nnc2ccccc2c1=O,-0.1,-3,-13,0,i,2,-8,17,0.7,-1.8
CC[C@@H]1C(c2ccc(F)cc2)=NN(c2ccc(Br)cc2)[C@H]1C(=O)N1CCOC1=O,3.6,-16,-5,nt,-1.0,-23,-8,nt,0.7,-0.4
CC(=O)Nc1cccc(-c2ccnc3c2CC(C)(C(=O)NCCc2ccccc2)O3)c1 (stereo unspecified),nt,7,8,nt,-0.5,nt,-2,nt,1.1,-0.3
O=C(NNC(=O)c1ccccc1F)c1ccc(Cl)c(S(=O)(=O)N2CCOCC2)c1,0.4,-4,3,nt,i,2,nt,nt,-3.1,nt
CCCc1noc2c1/C(=N\O)CC(c1ccccc1)C2 (stereo unspecified),-0.5,6,8,2,nt,nt,-1,29,nt,0.0
COc1ccc(-c2c(C#N)c(N)nc3c2CCc2ccccc2-3)cc1OC,nt,nt,-21,-4,nt,-56,nt,23,nt,nt
NC(Cc1ccc(C(F)(F)F)cc1)c1csc(NC(=O)Nc2ccccc2Oc2ccccc2)n1 (stereo unspecified),nt,-13,29,nt,-0.3,nt,4,nt,-0.1,-0.1
CS(=O)(=O)Nc1ccc(-c2nnc3n2CCCCC3)cc1,-0.7,5,2,-4,i,-4,-6,nt,0.6,1.6
CCN(CC)S(=O)(=O)c1ccc(OCC(=O)NC2CCS(=O)(=O)C2)c([N+](=O)[O-])c1 (stereo unspecified),-0.9,-1,0,0,-0.2,-10,-1,15,-0.4,-1.1
CC1=CCC2C(=O)N(c3ccc(OC(=O)c4ccco4)cc3)C(=O)C2C1 (stereo unspecified),0.0,0,-3,2,i,5,2,16,1.6,-0.3
Cc1ccc(S(=O)(=O)CC(=O)NCc2ccccc2)cc1,-1.2,-1,6,4,-0.5,11,0,5,-1.0,-1.0
C[C@H]1CN([C@@H](C)CO)C(=O)CCCn2nncc2CO[C@H]1CN(C)S(=O)(=O)c1ccccc1,nt,4,1,nt,-0.4,nt,-2,nt,1.2&-1.1&-1.9,-0.2
O=C(Cc1ccc(Cl)cc1Cl)Nc1ccc(OC(F)F)c(Cl)c1,1.7,-7,0,3,0.1,-24,-1,-4,nt,-0.1
Cc1ccc2cc(C#N)c(NCCCNC(=O)C3CCCO3)nc2c1 (stereo unspecified),-0.9,3,-50,-3,-1.2,-10,-8,17,nt,0.2
COc1ccc(S(=O)(=O)N2CCCN(S(=O)(=O)c3ccc(OC)c(C)c3)CC2)cc1C,1.5,9,-17,-1,i,-24,-6,0,0.6,1.0
CC(=O)c1ccc(N2CCN(S(=O)(=O)c3ccc(-c4cc(C)no4)s3)CC2)cc1,-0.9,-2,-1,-1,-0.4,-16,0,-10,-0.9,-3.2
O=C1CCC(C(=O)OCc2nnc(-c3ccccc3)o2)=NN1,-0.6,2,10,nt,-0.2,-6,2,nt,1.8,-0.6
N#C/C(=C\c1c[nH]c2ccc(Br)cc12)c1ccccn1,1.0,-5,5,1,-1.6,-5,4,-15,-0.5,1.5
O=Cc1cccn1Cc1ccc(Cl)cc1Cl,-1.2,-9,7,3,-0.2,-18,-2,18,nt,0.4
CCCCOC(=O)c1ccc(NC(=O)c2cc(Cl)ccc2OC)cc1,0.1,32,11,-2,5.3,-37,-3,19,nt,-0.1
C[C@@H](C(=O)NNC(=O)c1ccc(Cl)cc1)N1C(=O)C2CC=CCC2C1=O (stereo partly specified),-0.4,-3,-11,nt,-1.3,-5,0,nt,1.8,-0.2
CN(C)/C=C/C(=O)c1ccccc1,1.0,2,-1,1,-0.4,-8,-5,37,1.5,1.5
Nc1c(CO)nnn1-c1ccccc1,-0.7,-7,-29,-1,-0.7,3,-4,2,nt,-0.2
Cc1ccc(NC(=O)CN(C)C(=O)c2ccc(C(F)(F)F)cc2)cc1,0.6,11,3,-1,-0.3,-7,-2,-4,2.1,-0.5
CCOC(=O)C1=NNC(C(=O)O)C1c1ccccc1 (stereo unspecified),0.5,-1,1,nt,-1.1,-3,-2,nt,1.6,0.4
Oc1ccc(Br)cc1CN1CCCCCCC1,-0.4,-3,13,-2,i,-16,0,7,nt,0.3
CCOc1cc(NC(=S)NCC(C)C)c(OCC)cc1NC(=O)c1ccco1,-0.7,-8,9,2,-0.3,-2,0,51*,nt,-0.7
Cc1ccccc1-c1nc(CS(=O)CC(=O)NC2CCCC2)c(C)o1 (stereo unspecified),0.0,21,0,2,-0.2,-12,nt,19,-5.8,nt
Cc1ccnc(NS(=O)(=O)c2ccc(NC(=O)C3CCCO3)cc2)n1 (stereo unspecified),-0.6,-8,-18,-8,11,4,-5,14,nt,-0.6
CCc1nc(NCC2CCCO2)c(C#N)c2c1COC(C)(C)C2 (stereo unspecified),0.0,2,-34,-4,5.0,-15,-2,31,nt,0.0
COc1ccc(CNCc2ccc(C(F)(F)F)cc2)cc1OC,-1.2,-13,-2,-1,i,-8,-3,-5,0.5,-0.8
C=CCNC(=O)N1CCC(n2nccc2NC(=O)CCc2ccccc2)CC1,0.3,5,4,4,-0.2,-2,0,5,0.0,-0.5
COc1ccc(Br)cc1CN1CCN(S(=O)(=O)Cc2ccccc2)CC1,0.9,26,19,8,i,-10,0,-2,0.7,0.9
C1CCc2c(nnc3c2-c2nonc2CC3)C1,-1.0,6,16,-4,3.3,-5,-2,14,-0.5,0.0
COc1cccc(NC(=O)CCC2CCN(C(=O)c3scnc3C)CC2)c1,0.6,3,-11,-3,i,0,-7,-11,0.1,-0.1
N#CCc1c(C#N)c(N)nc(N2CCN(Cc3ccc4c(c3)OCO4)CC2)c1C#N,2.2,8,4,3,-1.4,20,0,23,nt,4.2
COC(=O)/C(=N\Nc1ccccc1)Sc1nnc(-c2ccc(OC)cc2)n1C,0.0,7,0,3,-1.6,nt,-2,5,nt,0.8
Cc1csc(NC(=O)CSc2nnc(NC(=O)COc3ccccc3)s2)n1,5.0,2,-2,0,2.4,2,1,3,0.2,-0.5
O=C(NCc1cccnc1)C1CC(=O)N(CCc2ccccc2)C1 (stereo unspecified),0.4,-10,2,-2,-0.1,-11,0,-4,1.7,-0.2
CC(=O)Nc1cccc(N)c1,0.7,-4,0,nt,-0.4,12,-3,nt,0.9,-0.4
O=C(N/N=C\c1ccccn1)c1ccccc1O,0.5,-1,-4,-3,5.6,nt,1,-3,-0.1,-0.7
O=C1CCCN1CCCNC(=S)Nc1cccc2ccccc12,0.1,1,-11,2,i,-4,-17,6,0.7,-0.5
CCCCCc1cc(O)c2c(C)cc(=O)oc2c1,56*,-3,12,4,i,-9,-1,-1,nt,-3.1
CC(Oc1ccccc1)C(=O)NC1CCCCCCC1 (stereo unspecified),0.2,13,17,3,i,4,1,6,-4.3,0.4
Cc1ccc(S(=O)(=O)NCCc2cccs2)cc1,0.5,7,3,-1,-0.6,-15,1,17,3.9,?
CS(=O)(=O)N1CCC(C(=O)N2CCN(c3cccc(Cl)c3)CC2)CC1,1.2,-7,2,4,-0.4,-6,-1,3,-0.2,-0.9

# Shown with tabs: part of the list above.
molecule	PfHsp40 rescue	Yp Topo-I inh	CCHFV vOTU inh	SARS 3CLpro inh	BH1578 lux ind	PriA SSB inh	Anthrax LF prot	VHR inh abs	TcdB inh	BoNT-A LC inh2
C1CCc2c(nnc3c2-c2nonc2CC3)C1	-1.0	6	16	-4	3.3	-5	-2	14	-0.5	0.0
COc1cccc(NC(=O)CCC2CCN(C(=O)c3scnc3C)CC2)c1	0.6	3	-11	-3	i	0	-7	-11	0.1	-0.1
N#CCc1c(C#N)c(N)nc(N2CCN(Cc3ccc4c(c3)OCO4)CC2)c1C#N	2.2	8	4	3	-1.4	20	0	23	nt	4.2
COC(=O)/C(=N\Nc1ccccc1)Sc1nnc(-c2ccc(OC)cc2)n1C	0.0	7	0	3	-1.6	nt	-2	5	nt	0.8
Cc1csc(NC(=O)CSc2nnc(NC(=O)COc3ccccc3)s2)n1	5.0	2	-2	0	2.4	2	1	3	0.2	-0.5
O=C(NCc1cccnc1)C1CC(=O)N(CCc2ccccc2)C1 (stereo unspecified)	0.4	-10	2	-2	-0.1	-11	0	-4	1.7	-0.2
CC(=O)Nc1cccc(N)c1	0.7	-4	0	nt	-0.4	12	-3	nt	0.9	-0.4
O=C(N/N=C\c1ccccn1)c1ccccc1O	0.5	-1	-4	-3	5.6	nt	1	-3	-0.1	-0.7
O=C1CCCN1CCCNC(=S)Nc1cccc2ccccc12	0.1	1	-11	2	i	-4	-17	6	0.7	-0.5
CCCCCc1cc(O)c2c(C)cc(=O)oc2c1	56*	-3	12	4	i	-9	-1	-1	nt	-3.1
CC(Oc1ccccc1)C(=O)NC1CCCCCCC1 (stereo unspecified)	0.2	13	17	3	i	4	1	6	-4.3	0.4

# Screening results (PubChem BioAssay)
